Source: PubChem BioAssay
NLRP3 yeast inh: NALP3 inflammasome inhibitors in reconstituted yeast, primary screen, luminescence, uHTS; 330,000 compounds, 0.39% hits; inhibition, % at 10 µM; Yeast reconstituted NLRP3/ASC/caspase-1, beta-gal luminescence, 24 h; AID 2825, 2010;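 active = inhibition of 50% or more; inactive = inhibition below 50%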;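 note: plate controls were induced DMSO wells for no effect and uninduced yeast grown without galactose for full effect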
SENP8 block-1: human SENP8 protease inhibitors, primary screen, biochemical, fluorescence, Nedd8 protein substrate, uHTS | recombinant SENP8 | Sentrin-specific protease 8 (Homo sapiens), Q96LD8 | 360,000 compounds, 0.64% hits | inhibition, % at 20 µM | AID 602440, 2012; in the data active = inhibition mostly above about 40%, no sharp cut-off; inactive = mostly below about 27%
Apaf-1 inh: inhibitors of human Apaf-1 apoptosome, primary screen, biochemical, DEVD-Rh110 fluorescence, uHTS. Apoptotic protease-activating factor 1 (Homo sapiens), O14727. reconstituted apoptosome caspase-3 activity. inhibition, % at 20 µM. 330,000 compounds, 0.71% hits. AID 489030, 2010; active = inhibition of at least 40% at 20 µM;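 note: plate controls were DMSO wells for no effect and DEVD-CHO caspase inhibitor wells for full effect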
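Assay system – apoptosome proteins · Medium – Hepes buffer, pH 7.5 · Also added – cytochrome c with DEVD-Rh110 · Timing – 30 min compound preincubation, 50 min activation, room temperature · Detection – Rh110 fluorescence, excitation 480 nm, emission 540 nm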
SENP1 inh: human SENP1 catalytic domain inhibitors, primary screen, biochemical, FRET, uHTS. Sentrin-specific protease 1 (Homo sapiens), Q9P0U3. 360,000 compounds, 0.21% hits. inhibition, % at 10 µM. recombinant SENP1 catalytic domain, CyPet-SUMO1-YPet FRET cleavage;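 active = inhibition at least 30% at 10 µM, raw YFP signal under a set limit, fluorescence ratio 0.5 to 1.5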;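 note: 0% = enzyme with DMSO and 100% = no enzyme wells; some results filed as inactive read as strong as hits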
Target sequence (Q9P0U3 419-644 limits assumed): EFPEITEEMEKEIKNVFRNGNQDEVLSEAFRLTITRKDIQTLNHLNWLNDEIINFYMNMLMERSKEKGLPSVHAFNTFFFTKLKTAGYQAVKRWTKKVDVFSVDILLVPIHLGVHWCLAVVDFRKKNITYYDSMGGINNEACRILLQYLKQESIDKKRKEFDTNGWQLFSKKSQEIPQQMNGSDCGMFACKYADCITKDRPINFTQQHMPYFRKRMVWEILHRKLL
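system = hSENP1 catalytic domain, recombinant | reagent = SFCypet-SUMO1-SFYpet substrate at 25 nM | doses = one dose per compound, 10 µM, 0.5% DMSO | incubation = enzyme reaction for 50 min at room temperature, dark | measured by = FRET, CFP and YFP emission | controls = no-enzyme low, enzyme-DMSO high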
SENP7 block: SENP7 protease inhibitors, primary screen, biochemical, luminescence, uHTS; 330,000 compounds, 1.5% hits; AID 434973, 2010; recombinant SENP7, Z-RLRGG-aminoluciferin luminescence, 40 min; inhibition, % at 5 µM;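 active = inhibition above about 50% at the single test dose, limit read from the data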;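 note: plate controls were DMSO with enzyme for no effect and no enzyme buffer wells for full effect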
Target sequence (Q9BQF6 706-1050 limits assumed): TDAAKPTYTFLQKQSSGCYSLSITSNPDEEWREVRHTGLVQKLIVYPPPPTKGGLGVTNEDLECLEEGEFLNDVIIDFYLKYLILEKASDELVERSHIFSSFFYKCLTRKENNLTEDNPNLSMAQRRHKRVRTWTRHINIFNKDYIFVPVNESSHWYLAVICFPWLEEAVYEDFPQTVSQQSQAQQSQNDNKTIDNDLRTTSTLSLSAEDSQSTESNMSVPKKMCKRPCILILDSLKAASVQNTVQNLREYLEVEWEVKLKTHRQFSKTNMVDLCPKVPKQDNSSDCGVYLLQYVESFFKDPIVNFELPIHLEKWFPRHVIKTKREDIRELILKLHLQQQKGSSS
PfGluPho inh: PfG6PD enzyme inhibitors, primary screen, biochemical, fluorescence intensity, uHTS | glucose-6-phosphate dehydrogenase-6-phosphogluconolactonase (Plasmodium falciparum 3D7) | PfGluPho enzyme, NADPH resazurin-diaphorase fluorescence | inhibition, % at 20 µM | 350,000 compounds, 0.78% hits | AID 504690, 2011;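 active = inhibition reaching at least a set limit at 20 µM in the primary screen, cut at about 59% in these data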;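 note: 0% = DMSO wells with substrate and 100% = DMSO wells lacking glucose-6-phosphate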
SENP6 block: SENP6 protease inhibitors, primary screen, biochemical, luminescence, uHTS | Sentrin-specific protease 6 (Homo sapiens), Q9GZR1 | inhibition, % at 10 µM | Recombinant SENP6 catalytic domain, aminoluciferin luminescence | 330,000 compounds, 1.8% hits | AID 2599, 2010;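 active = inhibition above about 50% at the single tested dose, limit read from the data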;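 note: plate controls were DMSO wells with enzyme for no effect and DMSO wells lacking enzyme for full effect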
Target sequence (Q9GZR1 628-1112 limits assumed): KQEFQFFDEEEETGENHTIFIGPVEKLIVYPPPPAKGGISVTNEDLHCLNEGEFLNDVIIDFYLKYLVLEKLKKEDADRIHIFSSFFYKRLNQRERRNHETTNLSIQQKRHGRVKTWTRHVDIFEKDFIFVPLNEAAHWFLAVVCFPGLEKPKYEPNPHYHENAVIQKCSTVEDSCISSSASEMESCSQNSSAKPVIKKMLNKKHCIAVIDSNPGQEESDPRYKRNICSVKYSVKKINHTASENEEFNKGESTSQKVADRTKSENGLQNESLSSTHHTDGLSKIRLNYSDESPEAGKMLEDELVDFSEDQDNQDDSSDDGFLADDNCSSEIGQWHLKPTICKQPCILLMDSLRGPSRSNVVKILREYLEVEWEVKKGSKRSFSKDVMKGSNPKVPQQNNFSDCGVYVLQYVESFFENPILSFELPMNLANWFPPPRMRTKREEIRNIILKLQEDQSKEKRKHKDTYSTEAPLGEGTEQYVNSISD
SENP8 block-2: SENP8 protease inhibitors, primary screen, biochemical, luminescence | Sentrin-specific protease 8 (Homo sapiens), Q96LD8 | purified SENP8, Z-RLRGG-aminoluciferin cleavage | inhibition, % at 10 µM | 330,000 compounds, 1.2% hits | AID 2540, 2010; in the data active = inhibition above about 50%
HKDC1 inhibitor: HKDC1 hexokinase inhibitors, primary screen, biochemical, fluorescence, uHTS; Q2TB90; recombinant HKDC1, G6PDH/diaphorase resazurin coupled fluorescence; inhibition, % at 20 µM; 340,000 compounds, 0.16% hits;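 active = inhibition above about 35% when tested at 20 µM, limit read from the data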;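 note: plate controls were DMSO wells with enzyme for no effect and DMSO wells lacking enzyme for full effect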
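Test system: HK5 enzyme. Quantity: 5 µg/mL HK5 final. Reagent: glucose and ATP substrates. Schedule: 90 min reaction incubation at room temperature, dark. Technique: resazurin-to-resorufin fluorescence via G6PDH and diaphorase coupling, 525/613 nm. Control set: DMSO wells with and without enzyme mix.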
Starred values were filed as active, the others as inactive; · = not tested or not shown.

SMILES	NLRP3 yeast inh	SENP8 block-1	Apaf-1 inh	SENP1 inh	SENP7 block	PfGluPho inh	SENP6 block	SENP8 block-2	HKDC1 inhibitor
CCC1=NN(C(=O)c2ccccc2O)C(O)(c2ccccc2)C1 (stereo not drawn)	22.8	-9.2	-9.0	1.7	-2.4	-13.4	6.4	-13.3	-19.9
N#Cc1cccc(C(=O)Nc2cc(S(=O)(=O)N3CCOCC3)ccc2N2CCCC2)c1	20.6	15.0	4.4	1.6	14.8	-21.3	-6.0	5.0	-3.5
Cc1ccc(S(=O)(=O)N2CCCC(C(=O)NCc3ccco3)C2)cc1Cl (stereo not drawn)	14.8	15.5	6.0	0.7	4.5	-0.3	10.0	1.0	-2.6
COc1ccc(C2C(Oc3ccccc3C)C(=O)N2Cc2ccc(F)cc2)cc1OC (stereo not drawn)	20.1	5.8	20.5	-0.2	-8.7	0.5	-17.6	-7.6	-1.3
CCOC(=O)c1ccc(N(C(=O)c2cnccn2)C(C(=O)NC2CCCCC2)c2cn(C)nc2C)cc1 (stereo not drawn)	-4.2	17.2	-4.8	-1.5	5.2	-4.8	-3.6	3.2	-5.7
CC1(C(=O)NC2CCCC2)CCC(=O)N1Cc1ccccc1Cl (stereo not drawn)	-2.4	10.6	-105.6	0.6	-6.8	1.4	-9.6	-4.9	-2.0
CCCOC(=O)/C=C/c1c(C)[nH]c(=O)[nH]c1=O	12.0	12.7	-2.5	3.6	2.3	-5.3	-4.4	-1.8	-9.9
COc1ccc(-c2cc(C(F)(F)F)nc(SCCC(=O)N3CCN4CCCC4C3)n2)cc1 (stereo not drawn)	13.7	-147.3	16.9	1.1	-0.1	-9.3	-13.6	1.7	-4.2
CCCn1c(NC(=O)CCS(=O)(=O)c2ccc(C)cc2)nc2ccccc21	3.8	-350.8	13.5	-32.9	-2.9	14.9	-6.9	-0.6	-0.8
Cc1ccc(Oc2cc(C#N)c(C#N)cc2-n2nnc3ccccc32)cc1C	-2.6	10.3	21.4	1.7	-9.4	-9.0	-32.2	-0.8	-3.2
CCN(C(=O)COC(=O)c1ccc(O)cc1)c1cccc2ccccc12	9.1	19.5	15.8	3.5	-7.9	-28.1	-33.4	-14.4	-6.7
Cc1cc(Cl)ccc1OC(C)C(=O)N1CCCN(C(=O)C(C)Oc2ccc(Cl)cc2C)CC1 (stereo not drawn)	10.8	8.8	34.3	-0.3	-0.6	4.0	2.3	-0.5	3.4
O=C(CSc1nc2ccccc2c(=O)n1Cc1ccc(F)cc1)NCC1CCCO1 (stereo not drawn)	9.1	9.9	5.1	2.2	4.9	-18.2	-4.4	-1.3	1.2
COc1ccccc1CC(=O)Nc1cccc(S(=O)(=O)N2CCOCC2)c1	3.7	9.5	3.6	2.1	-3.9	-1.4	-12.8	4.7	-4.4
C[C@H](CO)N1C[C@H](C)[C@@H](CN(C)S(=O)(=O)c2ccc(F)cc2)Oc2ccc(NC(=O)Nc3ccccc3)cc2C1=O	3.6	4.9	11.9	1.4	-0.8	7.8	-4.6	10.0	4.2
CC12CCC(=O)C=C1CCC1C2C(O)CC2(C)C(c3csc(N)n3)CCC12 (stereo not drawn)	·	-5.2	·	-7.4	·	18.6	·	·	-1.4
CC(Oc1ccc(Cl)cc1Cl)c1ccn[nH]1 (stereo not drawn)	-57.5	5.4	6.5	0.6	7.7	15.1	19.3	1.8	-9.0
CNC(=O)COc1coc(CN2CCN(c3ccc(OC)cc3)CC2)cc1=O	6.1	3.3	3.2	0.2	11.3	1.7	1.1	-1.6	-2.5
Nc1cc(C(=O)OCC(=O)NCCCc2ccccc2)ccc1Cl	2.6	-291.4	5.0	3.1	-9.7	4.8	-7.7	-10.3	0.6
CCC(C)[C@H](NC(=O)[C@@H]1Cc2c([nH]c3ccccc23)C2c3ccccc3C(=O)N21)C(=O)NCC1CCCO1 (stereo partly drawn)	-0.6	-22.2	8.8	-61.8	-10.5	-0.9	-13.8	-8.9	-0.9
CC1=NN(c2ccccc2)C(=O)/C1=C\c1cc(C)n(-c2ccccc2)c1C	16.7	45.9*	28.5	4.8	7.5	-0.7	6.5	-7.4	5.7
O=C(O)c1cc(-c2ccc(Cl)s2)[nH]n1	2.0	21.2	-13.8	2.0	6.8	-10.7	-7.3	-5.5	-1.9
Cc1cccc2c1cnn2C(=O)Nc1cc(F)ccc1F	-11.1	21.6	0.9	0.1	4.6	11.4	61.2*	42.7	-2.3
COc1ccc(OC)c(C=Nc2ccccc2-c2nc3ccccc3[nH]2)c1	16.6	-322.1	11.8	-7.7	0.2	9.3	-27.3	-7.2	-39.7
Cc1nnc(SCC(=O)Nc2cccc(S(=O)(=O)N(C)c3ccccc3)c2)s1	11.3	12.6	8.2	0.4	-3.6	25.1	-13.8	3.2	2.3
CC(=O)Nc1cccc(NS(=O)(=O)c2cc3c4c(c2)CCN4C(=O)CC3)c1	3.4	6.8	-4.1	0.8	-2.5	-2.8	7.1	3.0	-3.9
Cc1ccc(SCCSc2nc(N)cc(=O)[nH]2)cc1	14.8	13.6	-0.7	-4.7	5.4	-18.9	18.5	3.4	-3.9
COc1ccc(C2Nc3ccccc3C(=O)N2Cc2ccccc2)cc1CSc1ccccn1 (stereo not drawn)	4.9	-300.4	-6.8	-4.8	-0.2	-17.3	5.2	-8.8	3.4
CC(C)[C@H](NC(=O)c1ccccc1)C(=O)N1CCc2ccccc21	11.2	12.6	-0.6	2.9	-6.1	-5.3	-11.0	-6.6	0.9
CCN(CC(=O)Nc1c(F)cccc1F)C(=O)c1cc(-c2cccs2)nn1-c1ccccc1	9.0	-7.0	13.2	-0.5	-16.4	7.1	-9.9	-2.6	1.9
O=C(O)CNC(=S)N(Cc1ccco1)Cc1ccccc1Cl	7.8	21.3	-0.5	1.3	3.8	-20.3	-0.5	-2.7	-10.6
CC(=O)Nc1ccc(S(=O)(=O)NNC(=O)c2ccc3c(c2)OCO3)cc1	3.6	7.1	-0.7	1.8	-5.5	-8.5	-21.7	-3.7	4.5
O=C(OC1CCCCC1=O)c1ccc(S(=O)(=O)Nc2ccccc2)cc1 (stereo not drawn)	19.6	13.9	7.9	-0.7	-6.6	-14.8	-3.1	-8.1	6.6
C=CC[C@@H](Cc1ccc(F)cc1)C(=O)OC[C@@H]1CCCN1C(=O)[C@H](CC=C)CC(=O)N(CCO)Cc1ccccc1	26.0	13.8	29.8	-0.2	-0.2	2.5	-13.1	1.7	-0.8
CCOC(=O)c1ccc(NC(=O)CNC(=O)C2CCCCC2)cc1	6.1	7.1	-18.2	2.6	4.3	-5.4	-12.2	-3.7	-8.9
CCN(c1ccccc1)S(=O)(=O)c1ccc(Cl)c(NC(=O)COC(=O)c2ccc(Cl)c(N)c2)c1	-5.3	-385.1	17.6	3.5	-9.7	7.1	-17.5	-12.5	-5.0
O=C(Nc1ccn(Cc2ccccc2F)n1)c1ccc(COc2ccc(Cl)cc2Cl)o1	18.0	32.1	11.8	0.6	-4.5	15.6	25.5	8.5	0.6
O=C(Nc1cccc(Cl)c1)Nc1ccccc1C(=O)O	0.9	-217.3	5.4	4.5	99.9*	29.5	99.3*	96.6*	1.9
CCN1C(=O)C2(C(C(=O)c3ccc(C)o3)=C(O)C(=O)N2CCCN2CCOCC2)c2ccccc21 (stereo not drawn)	2.4	8.4	-8.6	-1.8	-3.9	12.2	-29.0	-2.3	-0.1
c1ccc(CSc2nnc3c4ccccc4c4ccccc4c3n2)cc1	6.2	·	11.6	·	10.7	·	5.5	-0.6	·
Cn1c(C(O)c2ccccc2)nc(Cl)c1Cl (stereo not drawn)	9.4	4.8	-15.9	0.1	1.1	16.2	-4.2	2.2	-8.9
Cc1ccc(N2C(=O)C3ON(c4ccccc4)C(c4ccncc4)C3C2=O)c(C)c1 (stereo not drawn)	2.4	-0.3	5.0	-3.2	3.7	-25.6	-11.5	-2.9	7.0
CCNC(=O)Cn1cc(C(F)(F)F)cc(Cl)c1=O	-4.4	25.6	-20.0	0.8	-1.8	-8.9	2.6	-2.6	13.9

Record cards, from the list above.
Record of CCN1C(=O)C2(C(C(=O)c3ccc(C)o3)=C(O)C(=O)N2CCCN2CCOCC2)c2ccccc21 (stereo not drawn) : NLRP3 yeast inh = 2.4; SENP8 block-1 = 8.4; Apaf-1 inh = -8.6; SENP1 inh = -1.8; SENP7 block = -3.9; PfGluPho inh = 12.2; SENP6 block = -29.0; SENP8 block-2 = -2.3; HKDC1 inhibitor = -0.1
Record of CCN(c1ccccc1)S(=O)(=O)c1ccc(Cl)c(NC(=O)COC(=O)c2ccc(Cl)c(N)c2)c1 : NLRP3 yeast inh = -5.3; SENP8 block-1 = -385.1; Apaf-1 inh = 17.6; SENP1 inh = 3.5; SENP7 block = -9.7; PfGluPho inh = 7.1; SENP6 block = -17.5; SENP8 block-2 = -12.5; HKDC1 inhibitor = -5.0
Record of O=C(Nc1ccn(Cc2ccccc2F)n1)c1ccc(COc2ccc(Cl)cc2Cl)o1 : NLRP3 yeast inh = 18.0; SENP8 block-1 = 32.1; Apaf-1 inh = 11.8; SENP1 inh = 0.6; SENP7 block = -4.5; PfGluPho inh = 15.6; SENP6 block = 25.5; SENP8 block-2 = 8.5; HKDC1 inhibitor = 0.6

A second format for 3 compounds above:
Value order – NLRP3 yeast inh, SENP8 block-1, Apaf-1 inh, SENP1 inh, SENP7 block, PfGluPho inh, SENP6 block, SENP8 block-2, HKDC1 inhibitor
CCNC(=O)Cn1cc(C(F)(F)F)cc(Cl)c1=O
→ -4.4, 25.6, -20.0, 0.8, -1.8, -8.9, 2.6, -2.6, 13.9
O=C(Nc1cccc(Cl)c1)Nc1ccccc1C(=O)O
→ 0.9, -217.3, 5.4, 4.5, 99.9*, 29.5, 99.3*, 96.6*, 1.9
C=CC[C@@H](Cc1ccc(F)cc1)C(=O)OC[C@@H]1CCCN1C(=O)[C@H](CC=C)CC(=O)N(CCO)Cc1ccccc1
→ 26.0, 13.8, 29.8, -0.2, -0.2, 2.5, -13.1, 1.7, -0.8
